# Bioassay records (PubChem)
# SENP7 inh = SENP7 protease inhibitors, primary screen, biochemical, luminescence, uHTS; inhibition, % at 5 µM; 330,000 compounds, 1.5% hits; recombinant SENP7, Z-RLRGG-aminoluciferin luminescence, 40 min; AID 434973, 2010; Sentrin-specific protease 7 (Homo sapiens), Q9BQF6;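 active = inhibition above about 50% at the single test dose, limit read from the data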;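 also: plate controls were DMSO with enzyme for no effect and no enzyme buffer wells for full effect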
# Target sequence (Q9BQF6 706-1050 limits assumed): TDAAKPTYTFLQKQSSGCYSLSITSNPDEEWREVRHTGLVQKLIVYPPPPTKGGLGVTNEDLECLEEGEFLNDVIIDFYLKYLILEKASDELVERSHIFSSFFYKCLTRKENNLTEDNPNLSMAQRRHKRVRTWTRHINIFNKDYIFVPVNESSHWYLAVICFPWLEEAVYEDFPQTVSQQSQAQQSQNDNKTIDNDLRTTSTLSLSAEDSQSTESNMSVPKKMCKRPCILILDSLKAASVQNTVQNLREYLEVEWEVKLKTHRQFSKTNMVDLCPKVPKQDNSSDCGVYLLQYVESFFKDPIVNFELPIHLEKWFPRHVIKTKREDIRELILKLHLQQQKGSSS
# HKDC1 inhibitor = HKDC1 hexokinase inhibitors, primary screen, biochemical, fluorescence, uHTS. Q2TB90. AID 493160, 2011. inhibition, % at 20 µM. 340,000 compounds, 0.16% hits. recombinant HKDC1, G6PDH/diaphorase resazurin coupled fluorescence;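 active = inhibition above about 35% when tested at 20 µM, limit read from the data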;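 also: plate controls were DMSO wells with enzyme for no effect and DMSO wells lacking enzyme for full effect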
#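 Test system: HK5 enzyme. Quantity: 5 µg/mL HK5 final. Reagent: glucose and ATP substrates. Schedule: 90 min reaction incubation at room temperature, dark. Technique: resazurin-to-resorufin fluorescence via G6PDH and diaphorase coupling, 525/613 nm. Control set: DMSO wells with and without enzyme mix.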
# UBC13 polyUb = UBC13 polyubiquitin chain formation inhibitors, primary screen, biochemical, TR-FRET, uHTS. 330,000 compounds, 0.47% hits. inhibition, % at 20 µM. Ubiquitin-conjugating enzyme E2 N (Homo sapiens), P61088. AID 485273, 2010; in the data active = inhibition above about 45%, passing the limit was not always enough
# SENP8 block-1 = SENP8 protease inhibitors, primary screen, biochemical, luminescence. Sentrin-specific protease 8 (Homo sapiens), Q96LD8. purified SENP8, Z-RLRGG-aminoluciferin cleavage. inhibition, % at 10 µM. 330,000 compounds, 1.2% hits. AID 2540, 2010; in the data active = inhibition above about 50%
# Target sequence (Q96LD8 whole entry, looked up): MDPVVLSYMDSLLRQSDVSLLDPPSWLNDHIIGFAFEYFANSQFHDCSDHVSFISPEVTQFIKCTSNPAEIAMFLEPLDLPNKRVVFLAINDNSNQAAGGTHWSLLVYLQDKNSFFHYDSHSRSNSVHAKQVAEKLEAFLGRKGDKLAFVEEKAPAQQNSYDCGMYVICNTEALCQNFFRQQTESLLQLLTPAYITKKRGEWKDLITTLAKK
# SENP1 inh = human SENP1 catalytic domain inhibitors, primary screen, biochemical, FRET, uHTS | 360,000 compounds, 0.21% hits | recombinant SENP1 catalytic domain, CyPet-SUMO1-YPet FRET cleavage | Sentrin-specific protease 1 (Homo sapiens), Q9P0U3 | inhibition, % at 10 µM;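 active = inhibition at least 30% at 10 µM, raw YFP signal under a set limit, fluorescence ratio 0.5 to 1.5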;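 also: 0% = enzyme with DMSO and 100% = no enzyme wells; some results filed as inactive read as strong as hits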
#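 Material: hSENP1 catalytic domain, recombinant; medium: Tris pH 8 with BME, BSA, NP40 and catalase; compound: single concentration of 10 µM compound, 0.5% DMSO final; technique: FRET read of cyan and yellow fluorescence; timing: 50 min enzyme reaction, room temperature, light-protected; reagent: SFCypet-SUMO1-SFYpet substrate at 25 nM; control set: no-enzyme low, enzyme-DMSO high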
# SENP8 block-2 = human SENP8 protease inhibitors, primary screen, biochemical, fluorescence, Nedd8 protein substrate, uHTS; Sentrin-specific protease 8 (Homo sapiens), Q96LD8; recombinant SENP8; inhibition, % at 20 µM; 360,000 compounds, 0.64% hits; AID 602440, 2012; in the data active = inhibition mostly above about 40%, no sharp cut-off; inactive = mostly below about 27%
# beta cell repl = inducers of MIN6 beta-cell proliferation, primary screen, ATP luminescence, uHTS; MIN6 cells proliferation, ATPlite luminescence, 48 h; cells starved in 0.2% serum; 100% = growth in 10% serum; proliferation, % at 10 µM; 330,000 compounds, 0.29% hits;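 active = compounds whose signal lies at least 3.5 SD above the mean of all wells on their plate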;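 also: 0% = DMSO-treated cells in low-serum medium and 100% = 10% serum control; some compounds called inactive have numbers as strong as hits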
# PfGluPho inh = PfG6PD enzyme inhibitors, primary screen, biochemical, fluorescence intensity, uHTS. glucose-6-phosphate dehydrogenase-6-phosphogluconolactonase (Plasmodium falciparum 3D7). PfGluPho enzyme, NADPH resazurin-diaphorase fluorescence. inhibition, % at 20 µM. 350,000 compounds, 0.78% hits. AID 504690, 2011;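 active = inhibition reaching at least a set limit at 20 µM in the primary screen, cut at about 59% in these data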;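 also: 0% = DMSO wells with substrate and 100% = DMSO wells lacking glucose-6-phosphate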
# SENP6 inh = SENP6 protease inhibitors, primary screen, biochemical, luminescence, uHTS; Sentrin-specific protease 6 (Homo sapiens), Q9GZR1; Recombinant SENP6 catalytic domain, aminoluciferin luminescence; inhibition, % at 10 µM; 330,000 compounds, 1.8% hits;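 active = inhibition above about 50% at the single tested dose, limit read from the data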;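 also: plate controls were DMSO wells with enzyme for no effect and DMSO wells lacking enzyme for full effect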
# Target sequence (Q9GZR1 628-1112 limits assumed): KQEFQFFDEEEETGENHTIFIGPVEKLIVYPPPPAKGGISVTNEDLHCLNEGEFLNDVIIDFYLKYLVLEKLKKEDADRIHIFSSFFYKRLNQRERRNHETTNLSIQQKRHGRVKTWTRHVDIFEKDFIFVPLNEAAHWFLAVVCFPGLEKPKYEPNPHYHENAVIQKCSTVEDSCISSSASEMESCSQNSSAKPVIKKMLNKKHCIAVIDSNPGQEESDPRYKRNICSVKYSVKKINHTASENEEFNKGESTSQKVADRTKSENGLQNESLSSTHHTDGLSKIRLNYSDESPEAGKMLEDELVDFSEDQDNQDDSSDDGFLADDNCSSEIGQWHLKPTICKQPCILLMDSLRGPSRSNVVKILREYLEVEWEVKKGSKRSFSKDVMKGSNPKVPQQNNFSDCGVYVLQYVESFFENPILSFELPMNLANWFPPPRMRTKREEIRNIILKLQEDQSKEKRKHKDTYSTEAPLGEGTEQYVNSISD
# * marks the source's active call; other numbers are inactive results; / = no result given.
SMILES,SENP7 inh,HKDC1 inhibitor,UBC13 polyUb,SENP8 block-1,SENP1 inh,SENP8 block-2,beta cell repl,PfGluPho inh,SENP6 inh
Cc1nn(-c2ccccc2)c(Cl)c1C(=O)N(C)c1nc(-c2ccc(F)cc2)cs1,-13.4,/,-5.3,-6.1,/,/,-3.4,/,-8.9
Cc1ccc(C(=O)Nc2ncccc2S(=O)(=O)c2ccccc2)cc1,/,0.4,/,/,-0.4,15.5,/,-17.0,/
Cc1ccccc1NC(=O)Cc1nc(COC(=O)COc2ccccc2C(C)C)cs1,-0.3,-2.7,5.6,-6.6,-3.1,-4.9,5.2,18.5,-5.2
CC(C)(C)c1cc(NC(=O)Nc2ccc(Br)cc2Cl)no1,-3.7,-0.1,3.1,-10.1,1.3,8.5,-6.9,10.7,-11.1
CCCC(=O)c1ccc(N2CCOCC2)c(F)c1,0.5,-5.4,-6.6,-1.0,0.3,13.7,-3.9,-7.0,-12.3
Cc1ccc(CC2CC(=O)N(CC(=O)O)C2=O)cc1 (stereo not given),1.8,-4.7,6.1,1.5,0.6,17.3,1.5,-6.6,-2.5
CCn1c(SCC(=O)Nc2ccc(N3CCOCC3)c(Cl)c2)nnc1-c1ccc(N)cc1,9.2,2.8,5.9,-2.7,1.6,12.5,-1.0,25.8,-6.2
COc1ccc(OC)c(N/C=C/C(=O)c2ccc(OC)c(OC)c2)c1,-1.9,-1.4,-8.0,-5.4,-27.8,-197.9,0.0,-2.5,11.5
NC(=O)C1CCN(C(=O)c2cc(S(=O)(=O)N3CCOCC3)c(Cl)cc2Cl)CC1,0.0,-3.3,5.0,1.7,0.5,38.0,-2.3,8.6,2.1
COc1ccc(S(=O)(=O)N2CCOC23CCN(S(=O)(=O)c2ccccc2)CC3)cc1,1.4,-3.9,0.4,-3.7,-2.9,4.5,2.3,2.0,14.7
O=C(O)CC/C(=N\NC(=O)c1ccc(F)cc1)c1ccc(Br)cc1,-4.0,11.0,0.8,0.4,-27.2,-10.9,-0.4,-15.7,-24.4
Nn1c(SCC(=O)NCc2ccc3c(c2)OCO3)nnc1C1CC1,-2.8,2.8,12.0,0.1,0.8,27.5,-0.6,-0.8,-13.9
CC1(C)c2[nH]c3ccccc3c2C[C@@H]2C(=O)N(c3ccc(F)cc3F)C(=O)N21,1.1,-0.9,-1.6,-6.8,-32.7,-3.8,1.5,-4.2,-9.8
Cc1ccc(S(=O)(=O)N2CCC(=O)N(C(COC(=O)Nc3ccccc3)Cc3ccccc3)CC2)cc1 (stereo not given),-3.5,-2.5,-6.2,-2.2,0.9,8.3,-7.0,1.6,4.7
Cc1cc(N2CCOCC2)nc(SCc2c(Cl)cccc2Cl)n1,2.0,2.7,-0.1,-2.5,2.3,6.8,-2.6,6.6,-3.6
Cn1c(SCC(=O)N2CCOCC2)nc2c(c1=O)SCC2,-4.0,-9.8,-11.8,2.2,-2.1,-3.4,-3.0,2.9,1.7
Nc1c(S(=O)(=O)c2ccccc2)nnn1-c1ccccc1,8.9,-6.5,-3.7,4.3,0.3,-15.3,-2.6,3.3,11.4
CC(O)(CS(=O)(=O)Cc1ccc(Cl)cc1)C(=O)Nc1cccc(C(F)(F)F)c1 (stereo not given),-0.2,-2.4,7.3,-1.9,0.2,12.1,-3.1,6.3,-16.7
CCN(Cc1ccccc1)C(=O)CSc1ncn[nH]1,-1.7,-3.5,2.5,-6.0,1.9,3.2,-1.5,-3.5,-5.6
Clc1ccc(CSc2nncn2-c2ccc3c(c2)OCCO3)cc1,-0.5,4.7,7.9,-4.2,0.6,0.4,-2.0,-7.5,-11.6
CCOC(=O)c1cccc(NC(=O)CCc2ccccc2)c1,4.2,-0.8,6.1,10.3,1.7,10.2,-2.3,2.0,9.4
c1ccc2c(OCCCCN3CCCC3)cccc2c1,-1.9,4.1,18.1,5.1,-2.7,13.1,-3.7,-8.8,-3.0
CCOC(=O)c1c(C)[nH]c(C)c1C=O,-9.2,-9.8,-3.9,-9.8,0.0,4.9,-0.2,-6.0,-10.3
Cc1cn(C(C)C)c(=O)n(-c2ccccc2)c1=O,/,-7.4,/,/,-0.1,1.2,/,12.3,/
N#CC(CC(=O)c1ccc(Cl)cc1)c1ccccc1 (stereo not given),/,-3.9,/,/,0.7,10.1,/,15.3,/

# Among those listed so far, these have an aryl methoxy group.
SMILES,SENP7 inh,HKDC1 inhibitor,UBC13 polyUb,SENP8 block-1,SENP1 inh,SENP8 block-2,beta cell repl,PfGluPho inh,SENP6 inh
COc1ccc(OC)c(N/C=C/C(=O)c2ccc(OC)c(OC)c2)c1,-1.9,-1.4,-8.0,-5.4,-27.8,-197.9,0.0,-2.5,11.5
COc1ccc(S(=O)(=O)N2CCOC23CCN(S(=O)(=O)c2ccccc2)CC3)cc1,1.4,-3.9,0.4,-3.7,-2.9,4.5,2.3,2.0,14.7

# (continued)
SMILES,SENP7 inh,HKDC1 inhibitor,UBC13 polyUb,SENP8 block-1,SENP1 inh,SENP8 block-2,beta cell repl,PfGluPho inh,SENP6 inh
COc1ccc(C2CC(=O)C(C=NCCN3CCN(C(=S)Nc4ccccc4)CC3)=C(O)C2)cc1 (stereo not given),9.3,1.3,6.5,4.0,-3.5,9.8,-1.6,-4.1,-3.2
Cc1ccc(NC(=O)C2CCN(S(=O)(=O)c3ccc4c(c3)NC(=O)C(C)S4)CC2)cc1Cl (stereo not given),3.3,6.0,-7.5,-3.5,1.9,9.7,-7.5,4.7,-4.4
C#CCn1cc(/C=C2\NC(=O)NC2=O)c2ccccc21,-7.0,-1.9,-6.6,-6.9,-21.5,-59.7,-0.1,9.6,-13.9
CCOCCc1c(O)nc(SC)[nH]c1=O,6.7,-3.3,4.0,7.8,1.9,12.7,-5.0,-3.1,-5.8
Cc1nn(-c2ccccc2)c2nc(N)c(C#N)c(-c3ccc(O)c(O)c3)c12,4.1,0.9,14.9,-87.5,-12.8,-95.1,-3.9,-13.6,-100.4
COc1ccc(Cl)c(S(=O)(=O)N2CCCC2)c1,-1.5,-6.8,2.6,-0.9,-3.4,21.7,-0.4,18.1,-2.9
COc1ccc(OCCNS(=O)(=O)c2cccc([N+](=O)[O-])c2)cc1,3.3,-5.6,3.4,-0.9,1.9,9.4,1.0,9.6,1.1
COc1ccc(OCCOc2ccc(S(=O)(=O)N3CCCC3)cc2C(N)=O)cc1,9.2,-1.6,-1.1,1.8,-0.6,4.4,-1.9,13.4,-9.4
COc1ccc(S(=O)(=O)N2CCOC2CNC(=O)C(=O)NCc2cccnc2)cc1C (stereo not given),-1.4,-2.7,1.0,-0.2,-0.4,11.3,1.4,0.1,-3.6
COc1cc(CNCCCN2CCOCC2)c(Br)cc1OCC(=O)Nc1ccccc1C,4.3,-2.9,2.4,1.0,2.7,8.1,0.9,-4.7,-22.1
Cc1cc(C)c(C)c(S(=O)(=O)NCC(=O)Nc2ccc(F)cc2)c1C,-4.2,8.1,-5.8,-8.0,0.3,6.3,-6.0,1.3,-17.5
COc1ccc(OC)c(C(=O)COC(=O)c2ccc([N+](=O)[O-])o2)c1,17.5,3.7,3.3,-1.8,-1.8,10.3,-2.0,20.1,8.5
O=C(Nc1cccnc1)c1cc(-c2ccc(Cl)cc2)on1,86.0*,-6.1,17.1,28.8,0.2,28.5,-2.4,-8.8,60.5*
CC(C)COc1ccc(C(=O)OCC(=O)NCCC2=CCCCC2)cc1,-4.5,-3.7,6.0,9.7,1.6,1.2,-1.9,9.5,-11.1
CC(C)(C)S(=O)(=O)c1cnc2c(S(=O)(=O)c3ccccc3)cnn2c1N,16.5,2.7,-14.0,3.4,2.6,6.8,-1.4,22.9,10.5
Cc1cc(=O)n2nc(N3CCCC(C(=O)N4CCN(C)CC4)C3)sc2n1 (stereo not given),5.4,-9.9,-12.9,3.9,2.9,25.9,-4.5,3.6,-2.3
CCOc1c(Cl)cc(C(=O)Nc2cccc(C(=O)O)c2)cc1Cl,87.7*,-7.3,-9.7,92.4*,0.3,4.7,-4.7,-13.8,95.0*
CC(=O)NCCc1ccc(S(=O)(=O)Nc2ccc(NC(=O)c3ccc(F)cc3)cc2)cc1,12.0,-2.7,-0.2,-2.3,1.1,0.9,0.0,21.6,3.4
Cc1cc(C(=O)NCCCn2ccnc2)sc1-c1ccccc1,4.1,-7.6,19.1,-0.2,-3.1,-15.0,-3.1,26.9,2.8
CC(C)[C@H](NC(=O)c1ccccc1)C(=O)OCC(=O)N1CCCc2ccccc21,-5.2,-1.7,-17.7,-7.7,4.4,4.9,0.1,-11.5,-10.6
COc1ccc(C(=O)NC2CCCCCC2)cc1S(=O)(=O)Nc1ccc(Br)cc1,-10.9,-5.7,-0.4,-5.8,0.4,-26.5,0.5,-2.6,-18.4
COC(=O)c1ccccc1NC(=O)c1ccc(COc2ccc(C)c(C)c2)o1,-7.5,4.0,-0.8,-13.8,-1.7,-46.8,-4.1,-2.5,-20.0
COc1cccc(CN(Cc2cccnc2)S(=O)(=O)c2ccc(-n3cnnn3)c(C)c2)c1OC,-12.2,-7.1,-4.2,-6.3,2.8,15.0,-1.6,8.1,-18.9
CC1=CC(C)(C)C(C(=O)O)C(C(=O)O)C1 (stereo not given),-6.4,-2.1,-8.7,-0.6,0.2,17.3,-4.0,8.4,-2.6
COc1ccc(C(=O)Nc2cc3c(cc2C#N)OCO3)cc1S(=O)(=O)N1CCN(C)CC1,6.2,-6.5,-0.2,-14.6,0.8,9.4,6.2,-16.6,-6.1
SMILES,SENP7 inh,HKDC1 inhibitor,UBC13 polyUb,SENP8 block-1,SENP1 inh,SENP8 block-2,beta cell repl,PfGluPho inh,SENP6 inh
CCCCCn1c(=O)[nH]c2cc(C(=O)NCCCN3CCCCC3CC)ccc2c1=O (stereo not given),1.7,-6.5,15.8,-2.4,-1.9,-194.8,1.1,-6.2,-24.7
CCOc1cccc(CN2CCN(Cc3ccc(C)o3)C(CCO)C2)c1O (stereo not given),-6.1,-6.6,-2.9,-4.0,-1.6,1.0,-2.2,29.4,-18.7
COc1ccc(OC)c(NC(=O)c2ccccc2SC)c1,2.4,-6.2,13.2,-1.8,0.8,0.8,2.2,-1.7,-1.4
CC(C)[C@H](NC(=O)c1ccccc1F)C(=O)OCC(=O)NC(=O)NC1CCCCC1,4.2,5.9,7.0,-2.3,3.4,-0.7,6.9,26.3,8.5
Cc1c([N+](=O)[O-])c([N+](=O)[O-])nn1CC(=O)N1CCCCC1,-2.9,-6.8,-19.0,-9.6,2.8,21.2,-0.6,-2.0,-7.8
CC1(C)CC(=O)C=C(NCc2cccc(C(F)(F)F)c2)C1,-2.6,-4.7,-3.4,-4.4,-4.4,-6.5,-2.5,-7.9,-30.7
CCc1cc2c3c(c(=O)oc2cc1OCC(=O)OC)CCCC3,7.9,-0.9,8.2,3.4,-0.1,-373.6,2.1,2.2,2.0
Cc1nnnn1CC(=O)Nc1cccc([N+](=O)[O-])c1,-6.0,-2.1,-15.5,-4.2,1.4,15.6,-2.5,-7.4,-0.6
